CYP2C9 activ – activators of human CYP2C9; 1.4% of 96,000 active; recombinant CYP2C9, luciferin-H conversion, luminescence; active compounds read high; factor 1 = untreated enzyme, 0 = blocked; activation factor at 5 µM; AID 1024;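 active = activation factor of 2 or more for CYP2C9 at a 5 µM dose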;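 note: 0 = sulfaphenazole-blocked wells and 1 = vehicle-only wells; values of inactives mirror those of a sister screen read the other way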
LYP inh 2 – LYP (human) phosphatase inhibition | recombinant LYP catalytic domain, DiFMUP fluorescence | AID 640 | inhibition, % at 2 µM | 0.21% of 96,000 active;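 active = inhibition at 2 µM at or above a set limit, the screen mean plus 3 SD, cut at about 24% in these data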;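 note: 0% = DMSO with enzyme and 100% = enzyme fully blocked by orthovanadate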
Candida biofilm – kills Candida albicans biofilms; 0.14% of 85,000 active; C. albicans biofilm + clotrimazole, Alamar Blue; inhibition, % at 6 µM;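 active = inhibition above 20%; inactive = inhibition below 20%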;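 note: preformed 24 hr biofilms exposed to compound for 48 hr; 0% = biofilm without compound and 100% = blank killed by clotrimazole plus chlorhexidine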
LYP act – LYP (human) phosphatase activation; Q9Y2R2; recombinant LYP, DiFMUP fluorescence; 0 = plate median, 100 = signal doubled; activation, % at 2 µM; 0.11% of 96,000 active; AID 697;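 active = activation at 2 µM above a set limit, the mean plus 5 SD, cut at about 37% in these data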
PLK1 inh – PLK1 (human) kinase inhibition | AID 619 | inhibition, % at 10 µM | 0.53% of 97,000 active | recombinant PLK1 kinase, TR-FRET peptide phosphorylation;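 active = inhibition of 50% or more in the single-concentration screen; inactive = inhibition below 50%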;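 note: 0% = DMSO max control and 100% = H-89 dihydrochloride min control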
HIV Rev-RRE inh – disrupts HIV-1 Rev binding to RRE RNA | Rev peptide-RRE RNA binding, FRET | inhibition, % at 8 µM | 0.79% of 97,000 active | AID 704;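 active = inhibition above the screen-wide mean plus 3 SD, cut at about 35% in these data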;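 note: 0% = median DMSO wells and 100% = median Neomycin B control wells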
Target sequence (P05866 whole entry, looked up): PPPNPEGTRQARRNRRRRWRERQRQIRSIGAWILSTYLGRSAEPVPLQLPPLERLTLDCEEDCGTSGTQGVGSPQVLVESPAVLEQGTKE
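Assay system: labelled RRE RNA duplex and labelled Rev peptide / Medium: HEPES pH 7.5 salt buffer with EDTA / Reagent: labelled Rev peptide / Schedule: 5 + 15 min at 25 °C / Signal: FRET, excitation 480 nm, emission 540 nm donor and 671 nm acceptor / Benchmarks: DMSO and neomycin B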
CYP2C9 inh – inhibitors of human CYP2C9; P11712; CYP2C9 Supersomes, luciferin-H conversion, luminescence; inhibition, % at 5 µM; 20% of 96,000 active; AID 777;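 active = blocking of liver enzyme CYP2C9 beyond about 50% at 5 µM, limit read from the data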; note: values of inactives mirror those of a sister screen read the other way
EphB4 ephrin blk – blocks human EphB4 binding to ephrin-B2; EphB4 LBD / TNYL-RAW-Alexa532 peptide, fluorescence polarization; inhibition, % at 7 µM; 0.15% of 97,000 active;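 active = inhibition above the screen-wide mean inhibition plus 3 SD, cut at about 15% in these data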;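 note: 0% = DMSO wells and 100% = excess unlabeled TNYL-RAW peptide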
Target sequence (P54760 whole entry, looked up, the tested form may be a part): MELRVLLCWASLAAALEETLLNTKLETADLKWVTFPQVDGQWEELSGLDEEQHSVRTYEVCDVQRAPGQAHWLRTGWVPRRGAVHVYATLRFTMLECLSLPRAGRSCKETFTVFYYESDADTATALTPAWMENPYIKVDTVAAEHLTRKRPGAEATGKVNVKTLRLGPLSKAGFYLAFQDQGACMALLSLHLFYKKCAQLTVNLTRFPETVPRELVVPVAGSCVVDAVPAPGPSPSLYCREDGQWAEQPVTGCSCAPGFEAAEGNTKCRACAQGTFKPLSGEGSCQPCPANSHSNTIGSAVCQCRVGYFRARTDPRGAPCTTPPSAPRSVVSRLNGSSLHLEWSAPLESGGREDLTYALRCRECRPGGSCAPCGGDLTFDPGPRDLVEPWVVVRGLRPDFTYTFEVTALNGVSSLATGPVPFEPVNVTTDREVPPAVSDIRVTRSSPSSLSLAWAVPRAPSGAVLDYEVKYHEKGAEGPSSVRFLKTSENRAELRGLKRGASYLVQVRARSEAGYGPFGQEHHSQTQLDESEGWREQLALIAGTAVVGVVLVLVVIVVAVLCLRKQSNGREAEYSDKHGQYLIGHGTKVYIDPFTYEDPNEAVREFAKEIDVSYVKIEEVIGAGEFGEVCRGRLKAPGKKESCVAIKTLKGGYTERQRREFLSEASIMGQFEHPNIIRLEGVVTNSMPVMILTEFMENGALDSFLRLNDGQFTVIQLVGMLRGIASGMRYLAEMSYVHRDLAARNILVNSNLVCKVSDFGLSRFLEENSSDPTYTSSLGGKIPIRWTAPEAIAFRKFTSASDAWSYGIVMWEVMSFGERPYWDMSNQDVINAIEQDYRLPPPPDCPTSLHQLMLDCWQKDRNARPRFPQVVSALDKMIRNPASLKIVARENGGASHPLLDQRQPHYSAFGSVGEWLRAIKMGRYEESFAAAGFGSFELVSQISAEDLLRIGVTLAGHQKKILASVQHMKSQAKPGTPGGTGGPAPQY
PLK1 PBD inh – Plk1 (human) PBD binding inhibition; P53350; Plk1 PBD phosphopeptide binding, fluorescence polarization; inhibition, %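 (tested at about 20 µM)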; 0.13% of 97,000 active; in the data active = inhibition above about 34%, passing the limit was not always enough
An asterisk follows results filed as active; nt = not tested or not shown.

(1) O=C(Nc1nnc(CCc2ccccc2)s1)C1CCCO1 (stereo not drawn)
(2) CCCC(=O)Nc1ccc(NC(=O)c2cccc(OC)c2)nc1
(3) Cc1ccc(SCCC(=O)OCC(=O)Nc2ncc(Cl)cc2Cl)cc1
(4) CC(C)COc1ccc(C(=O)OC2CC(C)(C)OCC2CN(C)C)cc1 (stereo not drawn)
(5) COc1ccc(C(=O)CN2C(=O)NC3(CCCc4ccccc43)C2=O)cc1OC (stereo not drawn)
(6) Cc1cc(C(=O)Nc2nnc(-c3ccccc3)s2)no1
(7) COc1ccc(-c2nnc(SCc3nnc(-c4ccc(Cl)cc4)o3)n2-c2ccccc2)cc1
(8) CCOc1ccc(NC(=O)CSc2n[nH]c(=O)n2-c2ccccc2)cc1
screen / no.	1	2	3	4	5	6	7	8
CYP2C9 activ	0.8	0.9	0.6	0.8	nt	1	0.5	1.4
LYP inh 2	6	-6	10	9	15	7	13	-1
Candida biofilm	-2	5	5	5	9	5	5	-4
LYP act	-2	3	-8	-10	-11	-10	-10	-6
PLK1 inh	-12	-7	-3	-16	-10	-15	-2	-15
HIV Rev-RRE inh	0	8	13	6	6	10	-1	6
CYP2C9 inh	16	15	37	16	nt	-5	54*	-36
EphB4 ephrin blk	-6	0	4	0	1	2	4	3
PLK1 PBD inh	24	2	-36	-16	-8	-1	-6	17

(9) CSc1nnc(C)c(/C=C/Nc2ccc(Cl)cc2)n1
(10) N#Cc1ccsc1NC(=O)c1cnccn1
(11) CCOC(=O)Cn1c(=O)c2c(nc(N3CCCCC3)n2C)n(C)c1=O
(12) Cc1cccc(-n2ncc3c(NCc4ccccn4)ncnc32)c1
(13) CCc1ccc(N/C(SCc2ccccc2C)=C(/C#N)C(=O)NCc2ccco2)cc1
(14) COc1ccc(C(=O)Nc2cc(C)ccc2NC(=O)COc2ccccc2)cc1
(15) O=C(CSc1ccc2nnc(-c3ccncc3)n2n1)Nc1ccc2c(c1)OCCO2
(16) COc1cc2c(cc1OC)-c1cc(OCc3cccnc3)nc(=O)n1CC2
screen / no.	9	10	11	12	13	14	15	16
CYP2C9 activ	0.4	nt	0.5	0.7	0.4	0.9	0.4	1
LYP inh 2	2	4	7	-4	-1	8	1	3
Candida biofilm	nt	7	2	3	nt	nt	10	6
LYP act	2	-5	-8	3	-1	-5	-1	0
PLK1 inh	-15	5	-13	-6	-13	-9	11	-16
HIV Rev-RRE inh	42*	7	6	1	10	-3	9	7
CYP2C9 inh	57*	nt	55*	32	64*	7	56*	4
EphB4 ephrin blk	-2	7	7	-7	4	2	0	4
PLK1 PBD inh	-39	-15	20	27	-11	-23	12	-10

(17) Cc1cccc(C)c1NC(=O)CCCSc1nnc(-c2ccco2)n1-c1ccccc1
(18) O=C(Cc1ccc(F)cc1)OCC(=O)c1cc2ccccc2o1
(19) Cc1ccc(CNC(=O)C(=O)NCC2CCCO2)cc1 (stereo not drawn)
(20) Cc1ccc(NS(=O)(=O)c2cc(OCC(N)=O)c(C)cc2Cl)cc1C
(21) Cc1ccc(-n2nc3cc(Cl)c(NC(=O)c4ccco4)cc3n2)cc1
(22) CCC(CC)C(=O)NCc1ccccc1OC
(23) COc1ccc2cc(S(=O)(=O)N3CCCCC3)ccc2c1S(=O)(=O)N1CCCCC1
(24) Cc1cc(C)nc(NC(=O)CCCC(=O)O)c1
screen / no.	17	18	19	20	21	22	23	24
CYP2C9 activ	0.7	1	nt	nt	0.8	1	0.5	nt
LYP inh 2	3	-5	8	-3	18	-4	1	0
Candida biofilm	4	9	6	10	6	5	8	12
LYP act	-6	9	-8	-1	-17	4	-5	4
PLK1 inh	-20	2	-9	-9	-40	-9	0	-2
HIV Rev-RRE inh	2	2	3	10	2	5	4	12
CYP2C9 inh	26	4	nt	nt	16	0	52*	nt
EphB4 ephrin blk	4	-3	-1	4	-3	-10	0	3
PLK1 PBD inh	-42	-2	-2	5	0	-5	-19	8

(25) Nc1nonc1OCCc1ccccc1
(26) NC(=O)CSCc1ccc(Br)cc1
(27) CCC1(CC)Cc2ccccc2-c2nc(-c3ccccc3)oc(=O)c21
(28) Cc1cc(=O)oc(C)c1C(=O)NCC(C)C
(29) COc1ccc(CC(=O)N2CCCc3ccccc32)cc1
(30) CC(CCc1ccccc1)NC(=O)c1ccc(C(=O)NC(C)CCc2ccccc2)cc1 (stereo not drawn)
(31) O=C(NCc1ccc2c(c1)OCO2)C1CCC(CNS(=O)(=O)c2cccc3nsnc23)CC1 (stereo not drawn)
(32) CC(=O)OC1CC(C)(C)N(OC(=O)c2ccc(N)cc2)C(C)(C)C1
screen / no.	25	26	27	28	29	30	31	32
CYP2C9 activ	1	1.1	0.7	1.1	0.8	0.8	1.2	1
LYP inh 2	-11	-11	4	0	5	-7	0	0
Candida biofilm	3	5	3	5	-3	3	0	6
LYP act	11	12	-3	-1	-3	9	0	0
PLK1 inh	-4	-8	-1	3	-4	-4	-10	-6
HIV Rev-RRE inh	2	7	22	-2	6	-5	5	9
CYP2C9 inh	0	-8	31	-8	20	16	-18	0
EphB4 ephrin blk	3	4	-7	-4	5	0	4	-2
PLK1 PBD inh	-25	-8	10	6	13	7	-10	-18

(33) O=c1c2c(-c3ccccc3)csc2ncn1/N=C/c1c2ccccc2cc2ccccc12
(34) O=C(NNC(=S)Nc1cccc2ccccc12)c1cccc(Br)c1
(35) CCC1CCc2[nH]nc(C(=O)O)c2C1 (stereo not drawn)
(36) COc1cc(-c2noc(CCCC(=O)NC3CCCCC3)n2)cc(OC)c1OC
(37) CCc1nnc(NC(=O)C(C)N2C(=O)C3C4C=CC(C4)C3C2=O)s1 (stereo not drawn)
(38) CC1(C)Cc2ccccc2-c2nnc(SCC(=O)Nc3ccc4c(c3)OCO4)n21
(39) COc1cccc(C2C3=C(N=C4SCC(=O)N42)c2ccccc2CC3)c1OC (stereo not drawn)
(40) Cn1c(=O)c2c(SCC(=O)Nc3ccc4c(c3)OCCO4)nc(CC(C)(C)C)nc2n(C)c1=O
screen / no.	33	34	35	36	37	38	39	40
CYP2C9 activ	0.2	0	0.6	0.9	1	1	0.4	0.3
LYP inh 2	2	1	3	10	-16	-7	13	4
Candida biofilm	nt	12	6	-1	5	5	nt	nt
LYP act	1	2	-1	-8	14	3	-10	-7
PLK1 inh	-5	-5	0	-7	-3	-15	-3	-7
HIV Rev-RRE inh	4	-5	5	7	0	14	-11	3
CYP2C9 inh	85*	96*	37	9	3	0	60*	74*
EphB4 ephrin blk	-3	5	-2	7	-2	4	4	-6
PLK1 PBD inh	-4	19	13	10	18	-27	-24	7

An excerpt of these results, with tabs.
no.	molecule	CYP2C9 activ	LYP inh 2	Candida biofilm	LYP act	PLK1 inh	HIV Rev-RRE inh	CYP2C9 inh	EphB4 ephrin blk	PLK1 PBD inh
7	COc1ccc(-c2nnc(SCc3nnc(-c4ccc(Cl)cc4)o3)n2-c2ccccc2)cc1	0.5	13	5	-10	-2	-1	54*	4	-6
8	CCOc1ccc(NC(=O)CSc2n[nH]c(=O)n2-c2ccccc2)cc1	1.4	-1	-4	-6	-15	6	-36	3	17
9	CSc1nnc(C)c(/C=C/Nc2ccc(Cl)cc2)n1	0.4	2	nt	2	-15	42*	57*	-2	-39
10	N#Cc1ccsc1NC(=O)c1cnccn1	nt	4	7	-5	5	7	nt	7	-15
11	CCOC(=O)Cn1c(=O)c2c(nc(N3CCCCC3)n2C)n(C)c1=O	0.5	7	2	-8	-13	6	55*	7	20

The listing continues.
(41) CCN1CCN(c2cc(C)c3cc(NC(=O)c4ccc(Br)o4)ccc3n2)CC1
(42) Cc1ccc2c(c1)c1c3n2CCN(C(=O)C2CC2)C3CCC1 (stereo not drawn)
(43) CCC(C)[C@H](NC(=O)N1CCCC1)C(=O)OC (stereo partly drawn)
(44) O=C(Nc1ccon1)c1cc(-c2ccccc2)nc2ccccc12
(45) Cc1cc(OCC(=O)Nn2cnnc2)c(C)cc1Br
(46) O=c1c2c(n3nnnc3n1-c1ccccc1)-c1ccccc1CC21CCCC1
(47) CCc1cc2ccc(C)cc2nc1SCC(=O)c1ccc(NC(C)=O)cc1
(48) CCOc1ccc(S(=O)(=O)Nc2cccc(OC)c2)cc1
screen / no.	41	42	43	44	45	46	47	48
CYP2C9 activ	0.9	0.5	1.1	nt	0.1	1	0.1	0.4
LYP inh 2	-5	-6	9	-10	3	13	16	-7
Candida biofilm	4	13	-2	13	11	0	nt	1
LYP act	5	3	-8	13	-1	-9	-12	5
PLK1 inh	-5	-4	-9	8	-7	-6	-6	-13
HIV Rev-RRE inh	4	7	7	3	9	5	13	2
CYP2C9 inh	8	50*	-10	nt	90*	-2	92*	56*
EphB4 ephrin blk	-2	4	4	1	-4	3	-2	-3
PLK1 PBD inh	-10	-6	-2	7	-11	5	-6	6

(49) CCCCN(C(=O)NC(=O)Nc1cccc(C)c1C)S(C)(=O)=O
(50) COc1ccc(S(=O)(=O)N(CC(=O)N/N=C/c2cccs2)c2cc(C)cc(C)c2)cc1OC
(51) COc1ccc(CCNC(=O)c2cnn(-c3ccc(C)c(C)c3)c2NC(=O)c2ccco2)cc1OC
(52) Cn1cnnc1SCC(=O)c1ccc(OC(F)F)cc1
(53) C/C(Cl)=C/Cn1c(NCCN(C)C)nc2c1c(=O)n(C)c(=O)n2C
(54) COc1cccc(NC(=O)CSc2nnc(-c3ccoc3C)n2CC2CCCO2)c1 (stereo not drawn)
(55) COc1ccc(NC(=O)C(C)NS(=O)(=O)c2ccccc2)cc1Cl (stereo not drawn)
(56) COC(=O)C(NS(C)(=O)=O)(c1c(C)[nH]c2ccccc12)C(F)(F)F (stereo not drawn)
screen / no.	49	50	51	52	53	54	55	56
CYP2C9 activ	0.8	0.4	0.8	1.2	1.1	0.8	0.7	0.9
LYP inh 2	4	-1	-14	11	9	-10	11	7
Candida biofilm	-3	nt	6	nt	8	-1	1	3
LYP act	-4	8	8	-10	-5	12	-14	-6
PLK1 inh	-16	0	-13	-13	-4	9	1	-12
HIV Rev-RRE inh	9	-2	4	4	-1	4	6	7
CYP2C9 inh	18	60*	16	-18	-7	18	34	12
EphB4 ephrin blk	7	3	2	-6	-7	6	-7	0
PLK1 PBD inh	0	-20	-17	21	-11	-21	6	1

(57) CC(=O)c1ccc(C(=O)Nc2ccc(N3CCOCC3)cc2)cc1
(58) O=C1CSC(=Nc2ccccc2)N1
(59) Cc1ccc(/C=C/C(=O)C2C(=O)c3ccccc3C2=O)cc1
(60) C/C(=N\Nc1nnc(C)c(=O)[nH]1)C(=O)O
(61) CCN(CC)C(=O)c1ccc(CS(=O)(=O)c2ccc(OC)cc2)o1
(62) CC(C)OCCCNC(=O)c1ccc(NC(=O)C2CCCO2)cc1 (stereo not drawn)
(63) Cc1onc(-c2ccccc2)c1C(=O)Nc1sc2c(c1C(N)=O)CCC2
(64) COCCNC(=O)CN1CCC(NC(=O)Nc2ccc(C(F)(F)F)cc2)CC1
screen / no.	57	58	59	60	61	62	63	64
CYP2C9 activ	1.1	1	0	nt	nt	1	0.6	0.9
LYP inh 2	-6	-1	11	-4	3	4	-9	-7
Candida biofilm	4	1	nt	nt	5	nt	0	1
LYP act	4	-2	-13	2	-4	-6	6	10
PLK1 inh	-9	-1	5	-9	-14	-7	9	-8
HIV Rev-RRE inh	3	6	-3	4	-2	1	11	-2
CYP2C9 inh	-10	2	99*	nt	nt	2	43	10
EphB4 ephrin blk	0	-4	4	8	-10	-8	-7	-2
PLK1 PBD inh	-1	5	-27	-10	11	35*	-19	-4

Screens as filed in PubChem.
